EZH2 inh – EZH2/PRC2 methyltransferase inhibitors, primary screen, biochemical, DELFIA time-resolved fluorescence, single point. inhibition, % at 12.5 µM. hit rate 0.35% among 57,000. PRC2 H3K27 methylation, DELFIA TRF, 1 h. AID 651548, 2012. Histone-lysine N-methyltransferase EZH2 (Homo sapiens), Q15910;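 active = mean inhibition of replicates at least 50% and every single replicate also reaching 50%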;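 also: dimethyl H3K27 on biotinylated H3 21-44 peptide detected by antibody; plate controls were median neutral control wells for no effect and median positive control wells for full effect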
Target sequence (Q15910 whole entry, looked up): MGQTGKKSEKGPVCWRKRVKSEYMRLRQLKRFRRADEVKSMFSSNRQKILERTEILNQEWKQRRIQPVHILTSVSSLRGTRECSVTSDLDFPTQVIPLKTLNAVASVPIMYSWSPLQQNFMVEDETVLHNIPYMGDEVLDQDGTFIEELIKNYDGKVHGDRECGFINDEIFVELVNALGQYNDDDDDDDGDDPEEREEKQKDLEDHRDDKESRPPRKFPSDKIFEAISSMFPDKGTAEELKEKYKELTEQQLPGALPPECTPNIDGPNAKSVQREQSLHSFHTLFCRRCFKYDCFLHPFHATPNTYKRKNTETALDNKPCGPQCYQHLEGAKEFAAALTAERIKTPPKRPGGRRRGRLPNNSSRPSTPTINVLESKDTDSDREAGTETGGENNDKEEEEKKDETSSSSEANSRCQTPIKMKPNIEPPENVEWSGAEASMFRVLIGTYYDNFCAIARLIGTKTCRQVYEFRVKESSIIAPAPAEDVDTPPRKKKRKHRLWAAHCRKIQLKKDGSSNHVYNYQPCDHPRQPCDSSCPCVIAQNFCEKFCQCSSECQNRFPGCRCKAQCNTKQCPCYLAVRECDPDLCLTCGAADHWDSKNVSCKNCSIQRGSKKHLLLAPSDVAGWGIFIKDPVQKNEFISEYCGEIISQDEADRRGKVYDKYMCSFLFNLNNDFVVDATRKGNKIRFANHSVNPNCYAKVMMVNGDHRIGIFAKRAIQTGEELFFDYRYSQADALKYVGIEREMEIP
IDH1 mut inh – inhibitors of IDH1 R132H reductase, primary screen, biochemical, plate reader, single point. Isocitrate dehydrogenase [NADP] cytoplasmic (Homo sapiens), O75874. hit rate 0.18% among 70,000. diaphorase/resazurin fluorescence, 60 min. inhibition, % at 10 µM; in the data active = inhibition above about 34%;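 also: 0% = DMSO and 100% = no enzyme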
An asterisk follows results filed as active; . = no result given; & = joins results of further samples. These rows are one share of the data. The share of hits here may be higher or lower than overall.

SMILES | EZH2 inh | IDH1 mut inh
CCCNC(=O)N(C)C[C@H]1Oc2cc(-c3ccccc3)ccc2S(=O)(=O)N([C@H](C)CO)C[C@@H]1C | -0.1 | 1.3
CC(C)NC(=O)N(C)C[C@H]1OCCCC[C@H](C)Oc2ccc(NC(=O)Nc3ccc(C(F)(F)F)cc3)cc2C(=O)N([C@@H](C)CO)C[C@H]1C | . | 0.6
C[C@H](CO)N1C[C@H](C)[C@@H](CN(C)Cc2ccc3c(c2)OCO3)Oc2c(NC(=O)Nc3ccc4c(c3)OCO4)cccc2C1=O | -16.1 | 3.0
Cc1c(C2CCN(CCc3ccccc3)CC2)noc1-c1ccc(Cl)cc1 | 26.5 | 0.1
O=C(NCC[C@@H]1CC[C@@H](NC(=O)C2CCCCC2)[C@@H](CO)O1)Nc1ccc(Cl)cc1 | -11.4 | 0.7
C[C@@H]1CN([C@H](C)CO)C(=O)Cc2cc(NC(=O)c3ccncc3)ccc2O[C@@H]1CN(C)C(=O)Nc1ccc(C(F)(F)F)cc1 | -2.4 | .
C[C@H]1CN([C@@H](C)CO)C(=O)c2cccc(NS(=O)(=O)c3ccc(Cl)cc3)c2O[C@@H]1CN(C)Cc1ccc(Cl)c(Cl)c1 | . | 0.6
Cc1nn(C)c(C)c1NC(=O)CSc1nnc(C)n1-c1ccccc1 | 2.8 | 0.4
COc1ccc(C)cc1S(=O)(=O)N1CCC(C(=O)Nc2cc(Cl)ccc2Cl)CC1 | -13.4 | -0.1
COc1ccc(C(=O)NCc2c(C)oc(C)c2C(=O)O)cc1 | -16.7 | -0.2
C[C@@H]1CN([C@H](C)CO)C(=O)c2cccc(N(C)C)c2O[C@H]1CN(C)S(=O)(=O)c1cccs1 | 0.3 | .
C[C@@H]1CN([C@H](C)CO)C(=O)c2cc(NC(=O)c3ccccc3)ccc2O[C@@H](C)CCCCO[C@H]1CN(C)Cc1ccc(Cl)c(Cl)c1 | . | 0.3
CC[C@H](CO)Nc1nc(NCc2ccccc2)c2ncn(C(C)C)c2n1 | 1.5 | -1.5&0.0
C[C@@H]1CN([C@H](C)CO)C(=O)c2cc(NS(=O)(=O)c3ccccc3)ccc2O[C@@H](C)CCCCO[C@@H]1CN(C)Cc1ccccc1 | . | -2.5
CNC[C@H]1Oc2ccc(NS(=O)(=O)c3ccc(Cl)cc3)cc2C(=O)N([C@H](C)CO)C[C@H]1C | . | 0.6
C=CCOC(=O)C1=C[C@@H](c2ccc(Br)cc2)[C@H](CCCO)[C@@H](OCC)O1 | 14.8 | .
C[C@@H]1CN([C@H](C)CO)C(=O)c2cccc(NC(=O)Nc3ccc4c(c3)OCO4)c2O[C@H]1CN(C)C | . | 1.9
C[C@H]1CN([C@@H](C)CO)C(=O)c2cccc(NC(=O)Nc3cccc4ccccc34)c2O[C@@H]1CN(C)S(=O)(=O)c1cn(C)cn1 | . | -0.8
C[C@@H]1CN([C@H](C)CO)S(=O)(=O)c2ccc(C#Cc3cccnc3)cc2O[C@@H]1CN(C)C(=O)CN(C)C | 4.2 | 0.3
CCC(=O)Nc1cccc(NC(=O)COc2cc(C)cc(C)c2)c1 | 4.4 | -0.4
COc1ccc(S(=O)(=O)N(C)C[C@H]2Oc3ccc(NC(=O)Cc4cn(C)c5ccccc45)cc3C(=O)N([C@H](C)CO)C[C@@H]2C)cc1 | . | -2.0
C[C@H](CO)N1C[C@H](C)[C@H](CN(C)Cc2cncnc2)Oc2ncc(-c3cccc(F)c3)cc2C1=O | 1.4 | -0.7
C[C@H](CO)N1C[C@H](C)[C@@H](CN(C)C)Oc2ccc(NS(=O)(=O)c3cccs3)cc2C1=O | 6.5 | 0.5
COc1ccc(C)cc1N(CC(=O)O)S(=O)(=O)c1ccc(C)cc1 | -7.9 | 0.1
C[C@@H]1CN([C@H](C)CO)C(=O)c2cc(C#Cc3ccccc3F)cnc2O[C@H]1CN(C)C(=O)C1CC1 | -8.2 | -1.5

Full records, quoted from the list. Order of values: EZH2 inh	IDH1 mut inh
`C[C@H]1CN([C@@H](C)CO)C(=O)c2cccc(NC(=O)Nc3cccc4ccccc34)c2O[C@@H]1CN(C)S(=O)(=O)c1cn(C)cn1` across the screens: .	-0.8
`C[C@H](CO)N1C[C@H](C)[C@@H](CN(C)C)Oc2ccc(NS(=O)(=O)c3cccs3)cc2C1=O` across the screens: 6.5	0.5

Following part
SMILES | EZH2 inh | IDH1 mut inh
C[C@@H]1CN([C@@H](C)CO)C(=O)c2cccc(NC(=O)Nc3ccc(C(F)(F)F)cc3)c2O[C@@H]1CN(C)S(=O)(=O)c1cccs1 | . | 2.1
CN(C)c1ccc2c(c1)[C@@H]1C[C@@H](CC(=O)NCc3ccccn3)O[C@H](CO)[C@@H]1O2 | -3.8 | -3.3
C[C@@H]1CN([C@@H](C)CO)C(=O)c2cccc(NC(=O)c3cnccn3)c2O[C@H]1CN(C)C(=O)NC1CCCCC1 | 2.2 | .
CC(C)(C)/C=N/NC(=O)CCCCCCC(=O)NO | -3.6 | .
C[C@@H]1CN([C@H](C)CO)C(=O)c2cc(C#CCN(C)C)cnc2O[C@H]1CN(C)Cc1ccc(C(=O)O)cc1 | . | 0.0
CC(C)NC(=O)Nc1ccc2c(c1)C(=O)N([C@H](C)CO)C[C@@H](C)[C@H](CN(C)C(=O)c1ccccc1)OCCCC[C@@H](C)O2 | 2.6 | 0.0
O=C(C[C@H]1CC[C@@H](NC(=O)CN2CCOCC2)[C@@H](CO)O1)NCCc1ccncc1 | -5.1 | 0.0
O=C(C[C@H]1C[C@H]2c3cc(NC(=O)C4CCC4)ccc3O[C@H]2[C@H](CO)O1)NCC(F)(F)F | 3.6 | -1.0
CC1(C)Cc2cccc(C(=O)N3CCC(c4c[nH]c5ccccc45)CC3)c2O1 | 2.2 | -1.1
C[C@H](CO)N1C[C@H](C)[C@@H](CN(C)Cc2ccncc2)Oc2ncc(C#Cc3ccncc3)cc2C1=O | 4.6 | 8.9
C/C=C/c1cnc2c(c1)C(=O)N([C@@H](C)CO)C[C@H](C)[C@@H](CN(C)C(=O)Nc1ccc(F)cc1)O2 | 9.5 | -0.3
C[C@H](CO)N1C[C@H](C)[C@H](CN(C)C(=O)CN2CCOCC2)Oc2ncc(C3=CCCCC3)cc2C1=O | 1.1 | 2.6
C[C@@H]1CCCCO[C@H](CN(C)C(=O)Cc2ccccc2)[C@@H](C)CN([C@H](C)CO)C(=O)c2cc(NS(C)(=O)=O)ccc2O1 | 2.8 | 0.5
CCCC(=O)Nc1ccc2c(c1)C(=O)N(C)C[C@@H](OC)[C@H](C)CN(CCC)[C@@H](C)CO2 | -3.0 | 0.3
C[C@H]1CN([C@@H](C)CO)C(=O)c2cc(NS(=O)(=O)c3ccccc3)ccc2O[C@H]1CN(C)S(C)(=O)=O | . | 0.2
COc1ccc(S(=O)(=O)N(C)C[C@@H]2OCCCC[C@@H](C)Oc3ccc(NS(=O)(=O)c4ccc(C)cc4)cc3C(=O)N([C@H](C)CO)C[C@@H]2C)cc1 | . | 0.2
C[C@H]1CN([C@@H](C)CO)C(=O)Cc2cc(NC(=O)NC3CCCCC3)ccc2O[C@H]1CN(C)S(=O)(=O)c1ccc(F)cc1 | -14.6 | 0.9
C[C@H]1CN([C@@H](C)CO)C(=O)c2cc(NC(=O)Nc3ccc(C(F)(F)F)cc3)ccc2O[C@@H]1CN(C)Cc1ccc(C(=O)O)cc1 | . | 4.9
C[C@@H]1CN([C@@H](C)CO)C(=O)c2cc(NC(=O)CCCN(C)C)ccc2O[C@@H](C)CCCCO[C@@H]1CN(C)C(=O)Nc1ccccc1 | . | -1.0
O=C(C[C@@H]1CC[C@@H](NC(=O)c2ccc3c(c2)OCO3)[C@@H](CO)O1)NCc1ccc(Cl)cc1 | -3.3 | -0.1
COC(=O)N(C)C[C@@H]1OCc2ccccc2-c2c(n(C)c3ccccc23)C(=O)N([C@@H](C)CO)C[C@H]1C | 2.5 | -0.3
C[C@@H]1CN([C@H](C)CO)S(=O)(=O)c2ccc(C#Cc3ccccc3)cc2O[C@@H]1CN(C)C(=O)CN(C)C | -16.1 | 8.3
CC(C)NC(=O)N(C)C[C@H]1Oc2c(NC(=O)C3CC3)cccc2C(=O)N([C@H](C)CO)C[C@H]1C | -0.4 | 1.2
C[C@H]1CN([C@@H](C)CO)C(=O)c2cc(-c3cccnc3)cnc2O[C@H]1CN(C)C(=O)C1CCOCC1 | 9.5 | .
CO[C@H]1CN(C)C(=O)c2cc(NC(C)=O)ccc2OC[C@H](C)N(CCc2ccccc2)C[C@@H]1C | -2.0 | -0.3

Part of the list above in order of SMILES length, lowest first:
SMILES | EZH2 inh | IDH1 mut inh
O=C(NCC[C@@H]1CC[C@@H](NC(=O)C2CCCCC2)[C@@H](CO)O1)Nc1ccc(Cl)cc1 | -11.4 | 0.7
CC(C)NC(=O)N(C)C[C@H]1Oc2c(NC(=O)C3CC3)cccc2C(=O)N([C@H](C)CO)C[C@H]1C | -0.4 | 1.2
COc1ccc(S(=O)(=O)N(C)C[C@H]2Oc3ccc(NC(=O)Cc4cn(C)c5ccccc45)cc3C(=O)N([C@H](C)CO)C[C@@H]2C)cc1 | . | -2.0

Returning to the listing with the two entries that preceded the break.
SMILES | EZH2 inh | IDH1 mut inh
C[C@H]1CN([C@@H](C)CO)C(=O)c2cc(-c3cccnc3)cnc2O[C@H]1CN(C)C(=O)C1CCOCC1 | 9.5 | .
CO[C@H]1CN(C)C(=O)c2cc(NC(C)=O)ccc2OC[C@H](C)N(CCc2ccccc2)C[C@@H]1C | -2.0 | -0.3
Cc1ccc(S(=O)(=O)N(C)C[C@@H]2OCCCC[C@H](C)Oc3ccc(NC(=O)Nc4ccc5c(c4)OCO5)cc3C(=O)N([C@H](C)CO)C[C@H]2C)cc1 | . | 4.3
COc1ccc(C(C)C)cc1S(=O)(=O)Nc1ccccn1 | . | 0.4
C[C@@H]1CN([C@H](C)CO)C(=O)c2cc(NC(=O)CCCN(C)C)ccc2O[C@H]1CN(C)Cc1ccc(C(=O)O)cc1 | 2.3 | 4.1
CC(=O)N(C)C[C@@H]1Oc2cc(C3=CCCCC3)ccc2S(=O)(=O)N([C@H](C)CO)C[C@H]1C | 3.2 | .
CC(=O)c1cccc(NC(=O)Cc2ccccc2[N+](=O)[O-])c1 | -2.3 | 1.2
CO[C@H]1CN(C)C(=O)c2cc(NC(=O)NC3CCCCC3)ccc2OC[C@H](C)N(CC2CCOCC2)C[C@@H]1C | 2.3 | 0.0
COCCNC(=O)C[C@@H]1C[C@@H]2c3cc(NS(=O)(=O)c4ccc(F)cc4)ccc3O[C@@H]2[C@H](CO)O1 | -5.8 | -0.2
COc1ccc(NC(=O)N(C)C[C@@H]2Oc3ccc(NS(=O)(=O)c4cccs4)cc3C(=O)N([C@@H](C)CO)C[C@H]2C)cc1 | . | -0.7
CCOC(=O)c1c(NC(=S)NC(=O)c2ccc(OC)c([N+](=O)[O-])c2)sc2c1CCC2 | 4.2 | 0.2
C[C@H](CO)N1C[C@H](C)[C@H](CN(C)S(=O)(=O)c2cccs2)Oc2ncc(/C=C/c3ccccc3)cc2C1=O | -26.0 | 1.2&0.3
C[C@H](CO)N1C[C@H](C)[C@H](CN(C)C(=O)Nc2ccc(C(F)(F)F)cc2)Oc2c(NS(=O)(=O)c3ccc(Cl)cc3)cccc2C1=O | . | 1.8
O=C(Nc1ccccc1F)N[C@@H]1CC[C@@H](CCNC(=O)C2CCCCC2)O[C@H]1CO | 11.2 | -0.2
O=C(CN1CCc2ccccc2C1)Nc1ccc(S(=O)(=O)N2CCOCC2)cc1 | -21.8 | -0.3
CCC(=O)Nc1ccc2c(c1)OC[C@@H](C)NC[C@H](C)[C@H](OC)CN(C)C2=O | -5.8 | 0.2
Cc1cc(Br)ccc1NC(=O)CSc1nnc(-c2ccccc2O)n1-c1ccccc1 | -1.9 | 0.2
CO[C@@H]1CN(C)C(=O)c2ccc(NC(=O)Nc3ccc(Cl)cc3)cc2OC[C@@H](C)N(C(=O)Nc2c(C)noc2C)C[C@H]1C | -5.5 | 0.1
O=C(C[C@@H]1CC[C@H](NC(=O)C2CCC2)[C@@H](CO)O1)NC1CCC1 | -0.1 | -0.1
C[C@H](CO)N1C[C@H](C)[C@H](CN(C)S(=O)(=O)c2ccc(Cl)cc2)Oc2ccc(NC(=O)Nc3ccc(F)cc3)cc2C1=O | -8.3 | .
Cc1ccc(S(=O)(=O)c2c(C)nn(C(C)(C)C)c2OC(=O)c2ccccc2Br)cc1 | 5.6 | 0.5
COc1cc(NC(=O)C(C)Oc2ccccc2)c(Cl)cc1NC(=O)c1ccc(Cl)cc1 (stereo not drawn) | -6.8 | 0.1
O=C(CSc1nnnn1-c1ccccc1)Nc1nsc(-c2ccccc2)n1 | -16.5 | 0.3
C[C@@H]1CCCCO[C@@H](CN(C)C(=O)CCC(F)(F)F)[C@@H](C)CN([C@@H](C)CO)C(=O)c2cc(NS(=O)(=O)c3cn(C)cn3)ccc2O1 | . | 2.5
C=CCNC(=O)[C@@H]1[C@H]2C(=O)O[C@H](c3ccccc3)[C@H](c3ccccc3)N2[C@H](c2ccc(OCCO)cc2)[C@@]12C(=O)Nc1ccc(C#Cc3ccc(OC)cc3)cc12 | -31.9 | -0.1
COc1ccc(NC(=O)N[C@H]2CC[C@@H](CCn3cc(-c4ccc(F)cc4)nn3)O[C@H]2CO)cc1 | -9.5 | 2.6
Cn1c(SCC(=O)N2c3ccccc3Sc3ccccc32)nnc1-c1ccco1 | 1.6 | -0.9
Cc1ccc(S(=O)(=O)Nc2ccc3c(c2)C(=O)N([C@H](C)CO)C[C@@H](C)[C@@H](CN(C)S(=O)(=O)c2ccc(F)cc2)O3)cc1 | . | -0.8
CN(C)CC(=O)Nc1ccc2c(c1)[C@@H]1C[C@H](CC(=O)NCc3ccccc3)O[C@@H](CO)[C@@H]1O2 | -4.9 | -5.7
O=C(N[C@@H]1CC[C@H](CC(=O)N2CCOCC2)O[C@H]1CO)c1ccccn1 | -2.2 | 0.1

Screening results (PubChem BioAssay)
